GPR55 beta-arrestin: selective activators of receptor GPR55 – imaging, U2OS cells, beta-arrestin-GFP redistribution, primary screen (AID 1961); U2OS GPR55 beta-arrestin-GFP redistribution imaging; higher % means a stronger effect; activation, % at 10 µM, or EC50 in µM where a hit was titrated; 0.048% of 290,000 active;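 active = activation above 40% with more than 50 cells counted in the well; inconclusive = wells holding fewer than 50 cells, flagged as toxic or sparse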;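 also: U2OS osteosarcoma cells stably expressing GPR55 and beta-arrestin-GFP; plate controls were DMSO negative control for no effect and LPI positive control for full effect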
NOD2 inhibition: NOD2 signaling inhibitors, cell-based, luminescence, uHTS, HEK293 (AID 1566) | 0.63% of 290,000 active | HEK293 NOD2/NF-kB luciferase reporter, luminescence; higher % means a stronger effect | inhibition, % at 4 µM; hits with a dose series show EC50 in µM; also: many of its hits are not listed in these tables
KOR beta-arrestin-1: KOR antagonists, beta-arrestin recruitment, cell-based, luminescence, uHTS (AID 1778); KOR beta-arrestin recruitment, luminescence, antagonist mode; higher % means a stronger effect; inhibition, % at 10 µM; hits with a dose series show IC50 in µM; 0.091% of 290,000 active; also: strong numbers were not always called active
ER stress rescue: protection against thapsigargin-triggered cell killing – 384-well, CSM14.1, ATP luminescence, primary screen (AID 1222); CSM14.1 thapsigargin-induced death rescue, ATP luminescence; higher % means a stronger effect; cellular ATP content (survival), % at 20 µM; hits with a dose series show EC50 in µM; 190,000 tested, under 10 active;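 active = EC50 below 50 µM in the dose-response confirmation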;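 also: death triggered by thapsigargin at about 15 µM added after 2 h compound pretreatment; cell ATP read after overnight thapsigargin exposure of roughly 18 to 22 hours; normalized against plate controls of thapsigargin alone and 5% DMSO vehicle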
TNAP activation fold: stimulation of alkaline phosphatase TNAP activity – biochemical, luminescent, no phosphate acceptor, uHTS, primary screen (AID 1001); purified TNAP, luminescent activation assay, no phosphate acceptor; higher activation fold means a stronger effect; one-dose activation fold at 20 µM; EC50 in µM for titrated hits; 0.03% of 200,000 active; in the data active = activation fold from about 3, or a potency from the dose series; inactive = the rest, 99 in 100 with activation fold below about 1.6; also: many of its hits are not listed in these tables
NOD1 inhibition: NOD1 signaling inhibitors, primary screen, cell-based, luminescence, uHTS (AID 1578). NOD1-driven NF-kB luciferase reporter cells, luminescence; higher % means a stronger effect. inhibition, % at 4 µM, or EC50 in µM where a hit was titrated. 1% of 290,000 active; in the data active = inhibition mostly above about 36%, no sharp cut-off; inactive = mostly below about 34%;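 also: HEK-293T reporter cells stimulated with the NOD1 agonist gamma-tri-DAP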
KOR beta-arrestin-2: kappa opioid receptor activators – cell-based, luminescence, uHTS, primary screen (AID 1777) | one-dose activation, % at 10 µM; EC50 in µM for titrated hits | 0.02% of 280,000 active | KOR beta-arrestin recruitment, luminescence; higher % means a stronger effect; in the data active = activation above about 50%, passing the limit was not always enough; also: a part of the inactive calls stands beside numbers as strong as those of hits
NTR1 agonist: NTR1-driven beta-arrestin-GFP spot formation – imaging, U2OS cells, high content, primary screen (AID 493036). 0.17% of 330,000 active. activation, % at 20 µM. agonist mode;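 active = activation at or above 40% of the spot to cytoplasm intensity ratio, with at least 20 cells analyzed; inconclusive = wells under 20 cells, flagged as cytotoxic or low count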;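 also: 0% = DMSO without peptide and 100% = 100 nM NTR1 peptide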
Target sequence (P30989 whole entry, looked up): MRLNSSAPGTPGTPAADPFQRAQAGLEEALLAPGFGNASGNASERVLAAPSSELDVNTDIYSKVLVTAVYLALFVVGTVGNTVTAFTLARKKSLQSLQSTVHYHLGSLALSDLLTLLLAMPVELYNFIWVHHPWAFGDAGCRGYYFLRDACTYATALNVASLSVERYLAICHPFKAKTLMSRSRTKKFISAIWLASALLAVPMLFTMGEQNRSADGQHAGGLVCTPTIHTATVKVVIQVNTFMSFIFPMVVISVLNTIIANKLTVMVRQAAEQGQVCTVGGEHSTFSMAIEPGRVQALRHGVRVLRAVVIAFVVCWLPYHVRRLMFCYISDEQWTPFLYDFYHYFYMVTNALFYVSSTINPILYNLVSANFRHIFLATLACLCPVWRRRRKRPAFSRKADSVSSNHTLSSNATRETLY
Yfh1-depleted yeast: enhancers of respiration in Yfh1-depleted yeast, dose response, Friedreich's ataxia, plus single-dose screen (AID 1465). S. cerevisiae Yfh1-off respiration, WST-1 reduction, 72 h; higher fold induction means a stronger effect. fold induction at 50 µM; hits with a dose series show EC50 in µM. 0.074% of 220,000 active;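 active = fold induction of absorbance versus untreated yeast above a set limit, then at least 30% activation at any dose in follow-up; inconclusive = repeats straddling the limit, or above it without dose testing; inactive = fold induction below the set limit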;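 also: activators that raise dye reduction in frataxin-depleted yeast; strong numbers were not always called active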
NTR1 agonist cell count 20 µM: further read-out of NTR1 agonist, marked with its call; cell count; measured here: cell count, cytotoxicity flag
An asterisk follows results filed as active; i = inactive; ? = inconclusive; . = no result given; [ ] = dose if it differs, or a comment. Rule as the data show it, unless noted: active = inhibition above about 50%; inactive = the rest. Some of the compounds tested, so the mix of outcomes need not match the whole.

SMILES	GPR55 beta-arrestin	NOD2 inhibition	KOR beta-arrestin-1	ER stress rescue	TNAP activation fold	NOD1 inhibition	KOR beta-arrestin-2	NTR1 agonist	NTR1 agonist cell count 20 µM	Yfh1-depleted yeast
CCN(CC)C(=O)CC(c1ccc(N(C)C)cc1)c1c(OC)cc(OC)c2c(-c3ccccc3)cc(=O)oc12 (stereo not drawn)	2.7µM*	8%	-10%	.	.	-6%	2.1%	-2.5	91	i
O=C(O)COCC(=O)Nc1ccc(-n2nc(C(F)(F)F)cc2-c2cccs2)cc1	0.0%	21%	6%	.	.	-2%	2.1%	-0.3	55	i
CCc1ccc(NC(=O)Cc2cn(C)c3ccccc23)cc1	0.6%	3%	-56%	1.9%	1	-5%	8.2%	1.1	59	i
COc1ccc(-c2cc(C(=O)Nc3cc(OC)c(OC)c(OC)c3)no2)cc1OC	0.0%	-17%	-40%	-1.1%	1.1	9%	3.3%	0.3	52	i
COc1ccc(C(=O)Nn2c(SCc3ccc([N+](=O)[O-])cc3)nc3ccccc3c2=O)cc1	-0.1%	-79%	-18%	0.8%	1.1	.	2.2%	-1.6	40	i
OC1CCN(C(=S)NCCc2ccccc2)CC1	0.2%	7%	4%	-0.3%	1.2	-6%	-8.9%	-3.9	72	i
O=C1c2ccccc2C(O)(c2ccccc2)N1CCc1ccccc1 (stereo not drawn)	-0.1%	8%	-45%[20 µM]	.	.	5%	10%	2.8	60	.
CC(=O)Nc1cccc(CP(=O)(c2ccccc2)c2ccccc2)c1	0.0%	1%	16%	.	.	-4%	-1.4%	-0.5	42	i
C=CCn1c(-c2csc(-c3ccccc3)n2)n[nH]c1=S	0.2%	-3%	-6%	-0.8%	0.8	-13%	2.6%	0.2	52	i
NC(=O)CCc1nc2cc(C(F)(F)F)ccc2n(Cc2ccccc2)c1=O	-0.4%	8%	-6%	.	.	-13%	-1.5%	-0.8	44	.
CCOC(=O)c1c(C)[nH]c(C(=O)COC(=O)CNC(=O)c2ccc(Cl)cc2Cl)c1C	0.3%	-4%	-37%	-0.4%	1.1	-1%	0.3%	3.2	65	i
CN1C(=O)[C@@H]2[C@@H]3C[C@@H]([C@H]4ON=C(c5ccc(Cl)cc5)[C@@H]34)[C@@H]2C1=O	-0.2%	18%	12%	2.1%	1	-19%	-2.9%	2.2	66	i
O=C(COc1ccc(C(=O)c2ccccc2)cc1)NC1CCCCCC1	0.2%	29%	-2%	-2.0%	1	43%	-2.5%	4.8	45	i
COC(=O)CCC/C=C1/SCC(NC(=O)c2ccccc2)C1NC(C)=O (stereo not drawn)	0.0%	4%	-4%[20 µM]	0.4%	1.1	-19%	-0.6%	0.6	53	i
O=C(O)Cc1c(-c2ccccc2Cl)c2cc(Br)ccc2[nH]c1=O	0.0%	12%	-16%	.	.	-9%	6.0%	1.9	54	i
O=C(O)/C=C/c1cccc(NC(=O)Nc2ccc([N+](=O)[O-])cc2)c1	-0.1%	5%	-9%	.	.	4%	-0.7%	0.4	78	.
CC(C)OCCCNCc1cccs1	-0.2%	2%	4%	-0.3%	1.1	2%	1.0%	-0.5	44	i
COC(=O)CCNS(=O)(=O)c1ccc2ccccc2c1	0.2%	7%	-13%	-1.2%	1	-22%	-4.2%	3.1	65	i
COc1ccc(OCC(=O)Nc2ccc(N3CCN(C(=O)c4ccccc4C)CC3)cc2)cc1	-0.2%	0%	-18%	-0.5%	1.1	23%	-0.1%	0.0	36	i
Cc1cc(C)n(CCOc2nonc2N)n1	0.0%	1%	-18%	-1.7%	1	-32%	1.4%	-1.5	56	i
Cc1cccc(C(=O)NCCNC(=O)c2cnccn2)c1	0.0%	-30%	-29%	.	.	28%	11%	1.5	60	.
Cc1ccc(C)n1-c1ccc(C(=O)/C=C/N(C)C)cc1	0.5%	8%	8%	.	1.1	-23%	-0.8%	5.5	63	i
O=C(N[C@@H](Cc1ccccc1)C(=O)O)c1c(F)c(F)c(F)c(F)c1F	0.9%	7%	-2%	0.3%	1.1	-14%	-3.4%	-8.7	37	i
O=C(Cc1c(C(=O)O)[nH]c2ccccc12)NCCN1CCN(c2ccccc2F)CC1	0.2%	13%	-16%	-0.6%	1.1	-1%	6.7%	-0.3	86	i
CC1(C)C2CCC(C2)C1(C)NC(=O)CN1CCOCC1 (stereo not drawn)	0.1%	13%	1%	-0.6%	1.2	-7%	-0.9%	-0.2	61	i
SMILES	GPR55 beta-arrestin	NOD2 inhibition	KOR beta-arrestin-1	ER stress rescue	TNAP activation fold	NOD1 inhibition	KOR beta-arrestin-2	NTR1 agonist	NTR1 agonist cell count 20 µM	Yfh1-depleted yeast
CC(C)Oc1ccc(CNC(=O)CC(c2ccccc2)c2cc(Cl)ccc2O)cc1 (stereo not drawn)	0.5%	11%	-4%	-2.6%	1.1	7%	3.9%	51*	87*	i
COc1ccc(S(=O)(=O)N2CCOC2CNC(=O)C(=O)NCC(C)C)cc1 (stereo not drawn)	-0.2%	-6%	6%	.	.	-12%	-1.9%	0.1	69	.
CCOC(=O)c1c(NC(=O)c2cc(C)oc2C)sc(C(=O)Nc2ccc(Cl)cc2)c1C	-0.1%	-83%	-18%	0.5%	1.1	-25%	22%	-5.4	97	i
CS(=O)(=O)N(Cc1ccc(Cl)cc1)c1ccc(C(=O)Nc2cccnc2)cc1	-0.4%	8%	-12%	-0.9%	1.1	-9%	-1.3%	0.1	96	i
Cc1ccc2nc(NC(=O)CCNS(=O)(=O)c3cccs3)sc2c1	-0.1%	-6%	-4%	3.4%	1	-31%	7.0%	-0.5	101	i
CN1CCN(/N=C/c2c3ccccc3c(Cl)c3ccccc23)CC1	0.5%	7%	-48%	-3.2%	0.9	-20%	0.8%	0.5	76	i
CC(C)C1CC(CCN2CCCCC2)(c2ccccc2)CCO1 (stereo not drawn)	0.0%	17%	-6%	.	1.1	-34%	-2.2%	-1.5	29	i
COc1ccccc1N1CCN(CCCNC(=O)Nc2ccccc2)CC1	0.0%	16%	-33%	-1.4%	1.1	-29%	-1.0%	-1.7	49	i
COc1ccc(NC(=O)c2c(NC(=O)CNCc3ccco3)sc3c2CCC3)cc1	0.3%	6%	-14%	1.1%	1.1	-24%	2.9%	1.2	46	i
Cc1[nH]n(-c2ccccc2)c(=O)c1N=O	0.1%	8%	-46%[20 µM]	1.8%	1.1	-52%	.	0.3	39	i
CCOC(=O)C1CCN(CCC(=O)Nc2ccc(C)c(C)c2)CC1	0.2%	8%	22%	-0.2%	1.1	-40%	0.3%	-0.4	37	i
COc1ccc(S(=O)(=O)N2CCC(C(=O)NC3CCCCC3C)CC2)cc1 (stereo not drawn)	?	17%	-27%	.	.	-1%	-0.9%	1.7	52	.
CCOc1cc(-c2nnn(CC(=O)N3CCCCC3)n2)ccc1OC	0.0%	3%	-42%[20 µM]	.	.	-26%	-5.6%	0.7	56	.
COc1ccc(-c2ccc(-c3noc(C)n3)c(OC)n2)cc1	0.0%	-25%	1%	-0.6%	1.1	-57%	-5.0%	5.2	76	i
Cc1cccn2c(=O)c3cc(C(=O)NCCc4ccccc4)c(=N)n(CCCn4ccnc4)c3nc12	-0.3%	20%	-10%	1.0%	0.9	6%	-1.7%	1.8	21	i
C=CCn1c(CCNC(=O)c2ccccc2F)nnc1SCC(=O)Nc1ccc(OC)cc1	-0.2%	-5%	5%	-2.8%	1.1	-19%	2.9%	-1.2	57	i
Cc1cc(=O)oc2cc(OC(C)C(=O)NCCc3ccc(S(N)(=O)=O)cc3)ccc12 (stereo not drawn)	-0.1%	-15%	-26%	.	.	28%	-2.3%	0.9	43	.
NS(=O)(=O)c1ccc(NC(=S)N2CCC(Cc3ccccc3)CC2)cc1	-0.1%	17%	-22%	.	.	16%	0.7%	3.1	62	.
CC1(c2ccccc2)NC(=O)N(CC(=O)NC(=O)NCc2ccco2)C1=O (stereo not drawn)	-0.1%	19%	19%	-1.4%	1	4%	-1.6%	1.0	47	i
COc1ccc2c(=O)c(C(=O)NCCc3ccc(OC)c(OC)c3)c[nH]c2c1	0.1%	3%	-12%	-0.1%	1.1	-9%	1.7%	-0.1	86	i
CCOc1cc(C(N)=O)cc(Cl)c1OCc1ccccc1	0.2%	-4%	-43%[20 µM]	-0.5%	1	-3%	0.9%	4.2	30	i
COc1ccc(N(C(=O)c2snc(C(N)=O)c2N)C(CC(C)C)C(=O)NCC2CCCO2)cc1 (stereo not drawn)	-0.3%	6%	-15%	.	.	1%	-7.0%	-1.1	43	.
O=C(NCCC1=CCCCC1)C1CCC(=O)N(Cc2cccc(C(F)(F)F)c2)C1 (stereo not drawn)	-0.1%	-2%	10%	.	.	-18%	-0.9%	1.0	60	.
CC1(C)C(C=C(Cl)Cl)C1C(=O)N/N=C/c1ccccc1F (stereo not drawn)	-0.1%	-15%	-19%	.	.	80%*	2.3%	4.8	60	.
CCn1c(=O)c(C(=O)NNS(=O)(=O)c2ccc(C)cc2)c(O)c2ccccc21	0.5%	26%	16%	-0.6%	1.1	19%	2.0%	0.1	48	i
SMILES	GPR55 beta-arrestin	NOD2 inhibition	KOR beta-arrestin-1	ER stress rescue	TNAP activation fold	NOD1 inhibition	KOR beta-arrestin-2	NTR1 agonist	NTR1 agonist cell count 20 µM	Yfh1-depleted yeast
O=C(CSc1nnnn1C1CCCCC1)NCc1cccs1	0.2%	-7%	-27%[20 µM]	0.7%	1.1	-31%	.	0.2	50	i
Cc1cccc(CN2CCN(C3CCCC3)C(CCO)C2)n1 (stereo not drawn)	-0.2%	-22%	6%	-1.1%	1.1	-9%	-1.7%	-1.0	98	i
Nc1c(N=Nc2ccccc2F)c(=O)[nH]n1-c1ccccc1	0.2%	-100%	-7%	-3.8%	1	-21%	-2.5%	2.7	29	i
Cc1csc(NC(=O)CCC(=O)N(CC(=O)NC2CCCC2)Cc2ccco2)n1	-0.1%	7%	-4%	0.7%	1.1	-6%	-1.6%	-0.1	45	i
CCn1cc(CN2CCC(n3nccc3NC(=O)CCOc3ccccc3)CC2)cn1	0.0%	4%	4%	.	.	5%	2.5%	-1.0	54	.
FC(F)(F)c1ccccc1NC1=NCCC1	0.2%	-4%	-8%	-1.4%	1.1	-46%	5.7%	-0.9	61	i
CNCCCOc1ccc(C)cc1OC	0.4%	13%	-16%	-3.0%	1.1	-19%	-0.7%	1.2	49	i
CC(=O)c1ccc(OCc2cc(=O)n3ccsc3n2)cc1	-0.2%	-44%	0%	-3.1%	1.1	3%	0.6%	1.6	70	i
O=C(/C=C/c1ccc(Cl)cc1Cl)NC(=S)Nc1ccc(CN2CCOCC2)cc1	0.1%	4%	-15%	-3.7%	0.9	43%	2.6%	7.9	37	i
